M4 PAM: human M4 muscarinic receptor positive allosteric modulators, primary screen, CHO-K1 cells, Fluo-8 calcium fluorescence; Muscarinic acetylcholine receptor M4 (Homo sapiens), P08173; CHO-K1 hM4/Gqi5, ACh EC20; 0% = ACh EC20, 100% = maximal ACh; activation, % at 3 µM; 360,000 tested, 0.4% active; AID 624126, 2012;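 active means activation above its plate's cutoff, the mean activation of sample wells plus 3 SD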; further: some results filed as inactive read as strong as hits
Target sequence (P08173 whole entry, looked up): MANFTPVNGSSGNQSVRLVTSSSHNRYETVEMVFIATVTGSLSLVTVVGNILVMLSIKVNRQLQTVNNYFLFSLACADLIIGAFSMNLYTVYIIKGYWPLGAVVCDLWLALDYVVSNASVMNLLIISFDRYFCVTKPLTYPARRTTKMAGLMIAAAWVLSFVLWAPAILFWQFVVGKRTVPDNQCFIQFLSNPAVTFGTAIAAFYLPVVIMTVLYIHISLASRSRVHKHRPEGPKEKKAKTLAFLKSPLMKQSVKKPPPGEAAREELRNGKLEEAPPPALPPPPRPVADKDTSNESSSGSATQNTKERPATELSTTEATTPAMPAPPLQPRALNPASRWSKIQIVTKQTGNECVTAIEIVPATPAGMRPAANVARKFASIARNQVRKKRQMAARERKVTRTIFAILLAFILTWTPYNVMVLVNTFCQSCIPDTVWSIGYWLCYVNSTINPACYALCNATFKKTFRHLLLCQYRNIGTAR
M5 ag: human M5 muscarinic receptor agonists, primary screen, CHO-K1 cells, Fluo-8 calcium fluorescence; Muscarinic acetylcholine receptor M5 (Homo sapiens), P08912; CHO-K1 hM5 cells; 0% DMSO wells, 100% maximal acetylcholine response; activation, % at 3 µM; 360,000 tested, 0.19% active; AID 624037, 2012;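 active means activation above the run's mean over test compounds plus 3 SD, cut at about 23% in these data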;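 further: signal is peak over basal fluorescence ratio across the kinetic read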
Target sequence (P08912 whole entry, looked up): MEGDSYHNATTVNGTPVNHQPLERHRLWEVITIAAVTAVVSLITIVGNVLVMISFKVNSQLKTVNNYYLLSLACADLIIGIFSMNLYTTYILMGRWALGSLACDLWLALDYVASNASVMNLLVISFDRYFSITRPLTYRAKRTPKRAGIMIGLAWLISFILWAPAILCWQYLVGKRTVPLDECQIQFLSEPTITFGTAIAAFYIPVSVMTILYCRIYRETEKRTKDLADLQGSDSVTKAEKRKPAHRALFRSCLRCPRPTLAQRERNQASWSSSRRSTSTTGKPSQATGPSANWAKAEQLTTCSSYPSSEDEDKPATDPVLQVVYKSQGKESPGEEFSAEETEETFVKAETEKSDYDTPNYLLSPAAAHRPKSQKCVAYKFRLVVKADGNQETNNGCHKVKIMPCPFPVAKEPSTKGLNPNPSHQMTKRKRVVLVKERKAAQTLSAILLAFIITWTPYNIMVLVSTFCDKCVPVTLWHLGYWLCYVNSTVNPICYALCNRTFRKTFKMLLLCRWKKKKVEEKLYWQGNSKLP
TAAR1 agonist: human TAAR1 agonists, primary screen, Fluo-8 calcium fluorescence, CHO RD-HGA16 cells | vehicle wells 0%, saturating PEA agonist 100% | activation, % at 3 µM | 360,000 tested, 0.99% active;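 active means activation above the mean activation of all test compounds in the run plus 3 SD, cut at about 38% in these data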
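Test system: RD-HGA16 (CHO) cells co-expressing Gα16 and hTAAR1 / Benchmarks: DMSO vehicle as 0%, PEA at EC100 as 100% / Repeats: no replicates (n 1) / Measure: % activation from peak over basal fluorescence ratio, DMSO-to-PEA scaled / Timing: 17-24 h plating, Fluo-8 75 min 37 °C, 30 min RT / Technique: kinetic Fluo-8 calcium fluorescence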
CHRM5 PAM: human M5 muscarinic receptor positive allosteric modulators, primary screen, CHO-K1 cells, Fluo-8 calcium fluorescence; CHO-K1 hM5, ACh EC20 PAM; 0% = ACh EC20, 100% = ACh EC100; activation, % at 3 µM; 360,000 tested, 0.3% active;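 active means activation above the run cutoff, the mean activation of all test compounds plus 3 SD, cut at about 18% in these data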
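Test system: CHO-K1 hM5 cells / Doses: single-point, 3 µM nominal / Times: Post-acetylcholine fluorescence recording 140 s / Technique: Fluo-8 calcium fluorescence / Measure: Max/basal fluorescence ratio as % of EC20–EC100 ACh window / Benchmarks: low control EC20 acetylcholine (0%), high control EC100 acetylcholine (100%) / Replicates: one well per compound, no replicates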
TAAR1 antagonist: human TAAR1 antagonists, primary screen, Fluo-8 calcium fluorescence, CHO RD-HGA16 cells | Trace amine-associated receptor 1 (Homo sapiens), Q96RJ0 | antagonist | inhibition, % at 3 µM | 360,000 tested, 1.5% active;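 active means inhibition above a per-plate cutoff, the mean inhibition of test compounds on that plate plus 3 SD, cut at about 49% in these data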;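 further: 0% = DMSO plus EC80 beta-PEA response and 100% = DMSO alone without agonist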
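test system = CHO RD-HGA16 cells bearing hTAAR1 | replication = singlicate | controls = DMSO-only wells and EC80 β-PEA-stimulated wells | reagent = EC80 β-phenethylamine stimulus | read-out basis = percent inhibition of PEA-evoked calcium signal, max/basal emission ratio | schedule = seeding 17-24 h prior, 75-min 37 °C, 30-min RT dye loading | signal = kinetic Fluo-8 calcium fluorescence measurement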
CHO-K1 Ca PAM: nonselective calcium activators in parental CHO-K1 cells, primary screen, counter-screen for M1 PAM project, cell-based, Fluo-8 calcium fluorescence, full deck, 1536-well. ATP EC20; 0% at ATP EC20, 100% at ATP max. activation, % at 3 µM. 360,000 tested, 0.02% active. AID 602247, 2012;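 active means activation above the run cutoff, the mean activation of all test compounds plus 3 SD, cut at about 40% in these data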;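 further: peak over basal fluorescence ratio in a 140 s read after ATP addition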
CRFR2-BP ag: agonists of CRF-BP/CRF-R2 complex, primary screen, cell-based, HEK293, calcium dye fluorescence, uHTS | calcium dye fluorescence (FLIPR); percent of saturating CRF peptide response | activation, % at 13.2 µM | 350,000 tested, 0.46% active | AID 588473, 2011;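 active means activation of at least 50%, plus an integration ratio under a set limit after plate pattern correction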;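 further: plate controls were neutral control wells without compound for no effect and CRF at EC100 for full effect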
CRFR2-BP antag: antagonists of CRF-BP/CRF-R2 complex, primary screen, cell-based, HEK293, calcium dye fluorescence, uHTS; inhibition, % at 11.8 µM; AID 588475, 2011; CRF-induced calcium fluorescence; 350,000 tested, 0.59% active;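 active means inhibition of the ligand-induced calcium signal above about 50% at the single tested concentration, limit read from the data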
M5 antag: human M5 muscarinic receptor antagonists, primary screen, CHO cells, Fluo-8 calcium fluorescence | CHO-hM5 cells, ACh EC80 | AID 624040, 2012 | inhibition, % at 3 µM | 360,000 tested, 0.59% active;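 active means inhibition above a per-plate cutoff, the mean of that plate's test compounds plus 3 SD, cut at about 27% in these data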;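 further: 0% = acetylcholine EC80 with DMSO and 100% = DMSO without agonist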
Numbers without * were called inactive. Hits appear at their usual frequency, and some 4.2% of all compounds hit somewhere here.

What do the screens show for `COc1cc(C(=O)OCC(=O)NC(C)CCc2ccccc2)cc(OC)c1OC` (stereo unspecified)?
M4 PAM: -10; M5 ag: 1; TAAR1 agonist: -1; CHRM5 PAM: -10; TAAR1 antagonist: -1; CHO-K1 Ca PAM: -15; CRFR2-BP ag: 0.8; CRFR2-BP antag: 1; M5 antag: 17

Results for COc1cc(/C=C/C=C2/CC/C(=C/C=C/c3ccc(O)c(OC)c3)C2=O)ccc1O ?
M4 PAM: 4; M5 ag: 5; TAAR1 agonist: 1; CHRM5 PAM: 8; TAAR1 antagonist: -2; CHO-K1 Ca PAM: 19; CRFR2-BP ag: 11; CRFR2-BP antag: -16; M5 antag: 6

Results for CC1Cc2cc(C3(O)C(=O)c4ccccc4C3=O)ccc2N1 (stereo unspecified) ?
M4 PAM: -17; M5 ag: -7; TAAR1 agonist: 11; CHRM5 PAM: 4; TAAR1 antagonist: 13; CHO-K1 Ca PAM: -8; CRFR2-BP ag: 0.3; CRFR2-BP antag: -2; M5 antag: -2

How did CC(=O)Nc1ccc(C(=O)CSc2nnc(Cc3ccccc3)o2)cc1 do in these assays?
M4 PAM: 3; M5 ag: -2; TAAR1 agonist: 10; CHRM5 PAM: 3; TAAR1 antagonist: -12; CHO-K1 Ca PAM: 20; CRFR2-BP ag: -0.3; CRFR2-BP antag: -2; M5 antag: -7

What do the screens show for `CC(=O)c1ccc(S(=O)(=O)Nc2ccc(C(=O)NCC(c3ccccc3)N(C)C)cc2)cc1` (stereo unspecified)?
M4 PAM: -4; M5 ag: -18; TAAR1 agonist: 1; CHRM5 PAM: -4; TAAR1 antagonist: -6; CHO-K1 Ca PAM: 12; CRFR2-BP ag: -2.4; CRFR2-BP antag: -11; M5 antag: 1

Results for O=C(Nc1ccncc1)Nc1ccccc1Cl ?
M4 PAM: 8; M5 ag: -2; TAAR1 agonist: 17; CHRM5 PAM: -6; TAAR1 antagonist: -35; CHO-K1 Ca PAM: 19; CRFR2-BP ag: -0.9; CRFR2-BP antag: -1; M5 antag: 12

How did Cc1ccc(-n2c(C)nc3c(cnn3-c3ccccc3Cl)c2=O)cc1C do in these assays?
M4 PAM: 0; M5 ag: -9; TAAR1 agonist: 2; CHRM5 PAM: 6; TAAR1 antagonist: -26; CHO-K1 Ca PAM: -23; CRFR2-BP ag: -0.4; CRFR2-BP antag: 1; M5 antag: 2

Results for CC(SC(=S)N1CCOCC1)C(=O)O (stereo unspecified) ?
M4 PAM: 1; M5 ag: 1; TAAR1 agonist: 3; CHRM5 PAM: -2; TAAR1 antagonist: 13; CHO-K1 Ca PAM: -8; CRFR2-BP ag: 5.0; CRFR2-BP antag: 27; M5 antag: 6

What do the screens show for `CCOC(=O)N1CCN(C(=S)NC(=O)c2cc(Br)ccc2Cl)CC1`?
M4 PAM: 7; M5 ag: 8; TAAR1 agonist: 2; CHRM5 PAM: 7; TAAR1 antagonist: -53; CHO-K1 Ca PAM: 12; CRFR2-BP ag: -5.4; CRFR2-BP antag: 16; M5 antag: 1

What do the screens show for `Cc1nnc(SCC(=O)N(C)Cc2ccccc2)[nH]c1=O`?
M4 PAM: 0; M5 ag: -1; TAAR1 agonist: 8; CHRM5 PAM: -6; TAAR1 antagonist: 2; CHO-K1 Ca PAM: 11; CRFR2-BP ag: -0.2; CRFR2-BP antag: 88*; M5 antag: 4

What do the screens show for `O=C(Nc1ccc2c(c1)OCCO2)c1ccc(Br)c(S(=O)(=O)N2CCOCC2)c1`?
M4 PAM: -5; M5 ag: 5; TAAR1 agonist: 18; CHRM5 PAM: -20; TAAR1 antagonist: 54*; CHO-K1 Ca PAM: 1; CRFR2-BP ag: -1.0; CRFR2-BP antag: -2; M5 antag: 7

Results for CCCCC(=O)Nc1ccc(NC(=O)c2ccccc2OC)cn1 ?
M4 PAM: 6; M5 ag: -2; TAAR1 agonist: 8; CHRM5 PAM: 1; TAAR1 antagonist: 15; CHO-K1 Ca PAM: 10; CRFR2-BP ag: -0.1; CRFR2-BP antag: -18; M5 antag: -7

What do the screens show for `CCNC(=O)c1ccccc1CCc1ccccc1`?
M4 PAM: -7; M5 ag: -4; TAAR1 agonist: 0; CHRM5 PAM: -11; TAAR1 antagonist: 4; CHO-K1 Ca PAM: 13; CRFR2-BP ag: -0.2; CRFR2-BP antag: 11; M5 antag: 17

What do the screens show for `CC(CN1CCOCC1)OC(=O)c1ccccc1Cl` (stereo unspecified)?
M4 PAM: -1; M5 ag: 1; TAAR1 agonist: 4; CHRM5 PAM: 3; TAAR1 antagonist: -1; CHO-K1 Ca PAM: 13; CRFR2-BP ag: 0.8; CRFR2-BP antag: -3; M5 antag: 11

Results for CN(C(=O)Cn1c(Cl)nc2c1c(=O)n(C)c(=O)n2C)C1CCS(=O)(=O)C1 (stereo unspecified) ?
M4 PAM: 1; M5 ag: 4; TAAR1 agonist: 0; CHRM5 PAM: -3; TAAR1 antagonist: -5; CHO-K1 Ca PAM: -21; CRFR2-BP ag: 0.5; CRFR2-BP antag: 8; M5 antag: -2

What do the screens show for `O=C(NCC1CC1)c1onc(CSc2ccccc2)c1C(=O)NCC1CC1`?
M4 PAM: 13; M5 ag: 0; TAAR1 agonist: 9; CHRM5 PAM: 5; TAAR1 antagonist: 11; CHO-K1 Ca PAM: 8; CRFR2-BP ag: -2.0; CRFR2-BP antag: -4; M5 antag: -5

Results for COc1ccc(NC(=O)CSc2ccc(-c3sc(C)nc3C)nn2)cc1 ?
M4 PAM: 0; M5 ag: 2; TAAR1 agonist: 2; CHRM5 PAM: -6; TAAR1 antagonist: -2; CHO-K1 Ca PAM: -23; CRFR2-BP ag: 0.1; CRFR2-BP antag: -10; M5 antag: -1

What do the screens show for `COc1ccc(-c2nc(C#N)c(N3CC(C)OC(C)C3)o2)cc1OC` (stereo unspecified)?
M4 PAM: 7; M5 ag: 0; TAAR1 agonist: 4; CHRM5 PAM: 9; TAAR1 antagonist: 6; CHO-K1 Ca PAM: 20; CRFR2-BP ag: -2.5; CRFR2-BP antag: 7; M5 antag: -11

Results for Cc1ccc(NC(=O)CSCc2n[nH]c(=O)[nH]2)c(Br)c1 ?
M4 PAM: -1; M5 ag: -4; TAAR1 agonist: 3; CHRM5 PAM: 0; TAAR1 antagonist: 5; CHO-K1 Ca PAM: 21; CRFR2-BP ag: -0.2; CRFR2-BP antag: 29; M5 antag: -9

What do the screens show for `COc1ccccc1C(=O)NCCc1c(C)[nH]c2c(C)ccc(F)c12`?
M4 PAM: -4; M5 ag: -6; TAAR1 agonist: 35; CHRM5 PAM: -3; TAAR1 antagonist: 13; CHO-K1 Ca PAM: 18; CRFR2-BP ag: 1.8; CRFR2-BP antag: 3; M5 antag: 12

How did COc1ccc(N(CC(=O)N2CCN(c3ccc(F)cc3)CC2)S(=O)(=O)c2c(C)n[nH]c2C)cc1 do in these assays?
M4 PAM: -5; M5 ag: -8; TAAR1 agonist: 3; CHRM5 PAM: -1; TAAR1 antagonist: 10; CHO-K1 Ca PAM: -3; CRFR2-BP ag: -0.5; CRFR2-BP antag: 2; M5 antag: 4

What do the screens show for `O=C(O)CSc1c(-c2ccccc2)[nH]c2ccccc12`?
M4 PAM: 5; M5 ag: 0; TAAR1 agonist: 3; CHRM5 PAM: 3; TAAR1 antagonist: -8; CHO-K1 Ca PAM: 11; CRFR2-BP ag: -1.0; CRFR2-BP antag: 7; M5 antag: -3

What do the screens show for `Cc1ccc(OCc2cc(C(=O)N(C)CCc3ccccc3)no2)cc1C`?
M4 PAM: 1; M5 ag: -5; TAAR1 agonist: -1; CHRM5 PAM: -4; TAAR1 antagonist: -24; CHO-K1 Ca PAM: 9; CRFR2-BP ag: 2.5; CRFR2-BP antag: -5; M5 antag: 16

How did O=C(Nc1ccc(OCc2ccccc2)cc1)c1cccnc1 do in these assays?
M4 PAM: 0; M5 ag: 6; TAAR1 agonist: 88*; CHRM5 PAM: -1; TAAR1 antagonist: 57*; CHO-K1 Ca PAM: 7; CRFR2-BP ag: -0.3; CRFR2-BP antag: -7; M5 antag: -11

Results for N#Cc1nc(COc2ccc(F)cc2)oc1NCCN1CCOCC1 ?
M4 PAM: 3; M5 ag: -4; TAAR1 agonist: 18; CHRM5 PAM: -1; TAAR1 antagonist: -8; CHO-K1 Ca PAM: 11; CRFR2-BP ag: -1.9; CRFR2-BP antag: -1; M5 antag: -2

Results for COCCn1c(SCC(=O)NNC(=O)c2cc(Cl)ccc2OC)nnc1-c1ccncc1 ?
M4 PAM: 4; M5 ag: 4; TAAR1 agonist: 6; CHRM5 PAM: 4; TAAR1 antagonist: 1; CHO-K1 Ca PAM: -9; CRFR2-BP ag: -0.7; CRFR2-BP antag: 5; M5 antag: 4

Some of these compounds in order of formula weight, ascending.
Results for CC(SC(=S)N1CCOCC1)C(=O)O (stereo unspecified) ?
M4 PAM: 1; M5 ag: 1; TAAR1 agonist: 3; CHRM5 PAM: -2; TAAR1 antagonist: 13; CHO-K1 Ca PAM: -8; CRFR2-BP ag: 5.0; CRFR2-BP antag: 27; M5 antag: 6

How did Cc1ccc(-n2c(C)nc3c(cnn3-c3ccccc3Cl)c2=O)cc1C do in these assays?
M4 PAM: 0; M5 ag: -9; TAAR1 agonist: 2; CHRM5 PAM: 6; TAAR1 antagonist: -26; CHO-K1 Ca PAM: -23; CRFR2-BP ag: -0.4; CRFR2-BP antag: 1; M5 antag: 2

What do the screens show for `CCOC(=O)N1CCN(C(=S)NC(=O)c2cc(Br)ccc2Cl)CC1`?
M4 PAM: 7; M5 ag: 8; TAAR1 agonist: 2; CHRM5 PAM: 7; TAAR1 antagonist: -53; CHO-K1 Ca PAM: 12; CRFR2-BP ag: -5.4; CRFR2-BP antag: 16; M5 antag: 1

What do the screens show for `O=C(Nc1ccc2c(c1)OCCO2)c1ccc(Br)c(S(=O)(=O)N2CCOCC2)c1`?
M4 PAM: -5; M5 ag: 5; TAAR1 agonist: 18; CHRM5 PAM: -20; TAAR1 antagonist: 54*; CHO-K1 Ca PAM: 1; CRFR2-BP ag: -1.0; CRFR2-BP antag: -2; M5 antag: 7
